Source: PubChem BioAssay
FEN1 inh: qHTS Assay for the Inhibitors of Human Flap endonuclease 1 (FEN1). P39748. Recombinant FEN1 flap cleavage, fluorescence, 15 min. Potency, µM (series often up to 114 µM), inactives show at the top dose activity change, negative = inhibition, hits mostly inhibitors. hit rate 0.35% among 390,000. AID 588795, 2011; note: nearly all actives have a fitted effect of over 65% in size
Target sequence (P39748 whole entry, looked up): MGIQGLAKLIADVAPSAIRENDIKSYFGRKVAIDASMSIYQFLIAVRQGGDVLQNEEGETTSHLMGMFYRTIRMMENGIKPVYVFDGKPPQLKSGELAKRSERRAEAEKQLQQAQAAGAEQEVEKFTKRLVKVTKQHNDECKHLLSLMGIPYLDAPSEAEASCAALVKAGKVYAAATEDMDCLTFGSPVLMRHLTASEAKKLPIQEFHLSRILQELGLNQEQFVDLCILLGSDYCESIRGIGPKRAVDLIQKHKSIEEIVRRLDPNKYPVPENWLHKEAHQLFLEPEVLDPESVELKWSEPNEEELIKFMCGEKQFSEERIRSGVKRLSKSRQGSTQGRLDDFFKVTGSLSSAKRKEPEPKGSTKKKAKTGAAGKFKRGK
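Potency values derive from four-parameter Hill fits of normalized qHTS data. The reaction used 10 nM FEN1 preincubated 15 min at room temperature with compound, then 50 nM DNA substrate, read at 0 and 15 min.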
N370S GC: qHTS Assay for Inhibitors and Activators of N370S glucocerebrosidase as a Potential Chaperone Treatment of Gaucher Disease; N370S GC spleen homogenate, 4MU-glucoside fluorescence; hit rate 0.092% among 330,000; Potency, µM (doses to about 59.4 µM), for inactives: at the top dose activity change, negative = inhibition, actives largely listed as inhibitors; Lysosomal acid glucosylceramidase (Homo sapiens), P04062;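 note: 0% = full enzyme activity and -100% = no enzyme basal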
DT40 TDP1 CPT: qHTS for Inhibitors of human tyrosyl-DNA phosphodiesterase 1 (TDP1): qHTS in cells in presence of CPT. AID 686979, 2013. chicken DT40 Tdp1-/-;hTDP1 cells + 20 nM CPT, ATP luminescence, 48 h. Potency, µM (doses to about 46.2 µM), without a hit: at the highest dose activity change, negative = growth inhibition, most hits filed as inhibitors. hit rate 12% among 420,000; note: nearly all actives have a fitted effect of over 55% in size
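Chicken DT40 Tdp1-/- cells complemented with human TDP1, 400 cells/well, exposed to compounds plus 20 nM camptothecin for at least 48 h at 37 C; viability read as ATP content by CellTiter-Glo luminescence.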
* hit, by the source's call; ? = inconclusive; . = no result given; & = joins results of further samples; ! = repeats disagree; [ ] = remark or other dose. Calls come from the whole dose curve; as a rule, active = well fitted curve in the direction sought with a large enough effect; inconclusive = small, poorly fitted or top-dose-only effect, or another doubt; inactive = no such curve, though single readings can be large; an effect the other way counts as inactive or inconclusive. Unless noted, % is set by controls: 0 for no effect and ±100 for the full control effect; potency is the fitted concentration of half-maximal effect.

Results follow in this order: FEN1 inh | N370S GC | DT40 TDP1 CPT
1: CC(C)N(Cc1ccccc1)C(=O)CN1C(=O)NC2(CCCc3ccccc32)C1=O (configuration not stated)
  15% | -5% | -18%
2: CN(Cc1c(F)cccc1Cl)C(=O)C1CC(=O)N(CCc2ccccc2)C1 (configuration not stated)
  5% | 14% | 9%
3: O=C(CC1Nc2ccccc2NC1=O)NCCCN1CCCCCC1 (configuration not stated)
  2% | 3% | -11%
4: O=C(COc1ccc(S(=O)(=O)NC2CCCCC2)cc1)NCc1cccnc1
  -17% | 6% | -14%
5: O=C(c1cc(S(=O)(=O)NCc2ccco2)ccc1Br)N1CCOCC1
  2% | . | -1%
6: COc1ccc(OC)c(/C=N/NC(=O)C(=O)N/N=C/c2cc(OC)ccc2OC)c1
  -6% | . | 4%
7: Cn1nccc1NC(=O)Nc1cccc(Cl)c1
  16% | 1% | 15%
8: Cc1ccc(C(=O)C(C)OC(=O)CNS(=O)(=O)c2ccc(C)cc2)cc1 (configuration not stated)
  13% | . | -15%
9: Cc1cccc(OCC(=O)NC(Cc2c[nH]c3ccccc23)C(=O)O)c1C (configuration not stated)
  10%&-4% | 0% | 19%&-1%
10: CCn1c(=S)[nH]c2c(c1=O)C(C)(C)Cc1ccccc1-2
  -5% | 5% | 7%
11: Cc1c(C(=O)NC2CCCc3ccccc32)oc2ccc(S(=O)(=O)N3CCCC3)cc12 (configuration not stated)
  0% | 4% | 8.2µM*
12: Cc1ccc(C(=O)NN=C2CCCC2)cc1C
  -5% | . | 0%
13: O=C(CSc1n[nH]c(=O)n1C1CC1)Nc1cc(Cl)ccc1Oc1ccccc1
  -12% | ? | 16µM*
14: CC(=O)c1ccc(N2CCN(S(=O)(=O)c3c(C)nc4sc(C)cn4c3=O)CC2)cc1
  -8% | . | 4%
15: CCc1ccc(-c2nc(CS(=O)CC(=O)NCCc3ccc(C)cc3)c(C)o2)cc1 (configuration not stated)
  13% | . | 23µM*

Random excerpt: two entries already listed, in no set order.
Results follow in this order: FEN1 inh | N370S GC | DT40 TDP1 CPT
1: CC(C)N(Cc1ccccc1)C(=O)CN1C(=O)NC2(CCCc3ccccc32)C1=O (configuration not stated)
  15% | -5% | -18%
6: COc1ccc(OC)c(/C=N/NC(=O)C(=O)N/N=C/c2cc(OC)ccc2OC)c1
  -6% | . | 4%

Other records
Results follow in this order: FEN1 inh | N370S GC | DT40 TDP1 CPT
16: O=C(CSc1nnc(CNc2ccc(F)cc2)o1)N1CCN(C(=O)c2ccco2)CC1
  6% | 3% | ?
17: O=C(COCc1cc(-c2cccs2)on1)Nc1cc(C(F)(F)F)ccc1Cl
  4% | . | ?
18: Cc1cc(C)cc(NC(=O)c2oc3ccc4c(c3c2C)C(=O)CC(C)(C)O4)c1
  4% | . | ?
19: CCCOc1ccc(C(=O)Nc2ccc(NC(=O)c3ccccc3)c(C)c2)cc1
  4% | . | ?
20: Nc1c(-c2nc(-c3cccs3)no2)nnn1-c1ccc(Cl)cc1
  -3% | . | 1%
21: COCCn1c(N)c(Sc2ccc([N+](=O)[O-])cc2)c(=O)[nH]c1=O
  -1% | -10% | 0%
22: Cc1cccc(C(=O)NNC(=O)C2CCCO2)c1 (configuration not stated)
  -1% | 7% | 1%
23: CC(Oc1ccc2c(-c3ccccc3)cc(=O)oc2c1)C(=O)O (configuration not stated)
  -8% | 2% | -19%
24: CCN(CC)S(=O)(=O)c1cc(NC(=O)c2ccccc2OCc2c(C)noc2C)ccc1C
  -3% | . | 16µM*
25: Cc1cc(NC(=O)CSc2nnc(-c3ccco3)n2N)no1
  2% | . | 9%
26: CC1=C(C(=O)Nc2ccccc2)C(c2ccco2)C(C#N)=C(SCC(=O)Nc2cccc(C)c2C)N1 (configuration not stated)
  -10% | -2% | ?
27: COc1ccc(CCNC(=O)C2CCN(C(=O)c3ccc(F)cc3)CC2)cc1OC
  9% | 6% | -29%
28: Cc1ccc(-c2nn3c(C)nnc3s2)cc1NC(=O)c1cccs1
  -13% | 22% | 1%
29: CCc1nc2ccc(C(=O)NCc3ccccc3C)cc2nc1CC
  18% | . | ?
30: COc1ccc(-n2c(=O)c3c4c(sc3n3c(SC(C)C)nnc23)COC(C(C)C)C4)cc1 (configuration not stated)
  12% | . | ?

Filtered by structure, those above containing a COOH group.
Results follow in this order: FEN1 inh | N370S GC | DT40 TDP1 CPT
9: Cc1cccc(OCC(=O)NC(Cc2c[nH]c3ccccc23)C(=O)O)c1C (configuration not stated)
  10%&-4% | 0% | 19%&-1%
23: CC(Oc1ccc2c(-c3ccccc3)cc(=O)oc2c1)C(=O)O (configuration not stated)
  -8% | 2% | -19%

Continued.
Results follow in this order: FEN1 inh | N370S GC | DT40 TDP1 CPT
31: Cc1nnc(NC(=O)CCCOc2ccccc2)s1
  -6% | 5% | -8%
32: CCn1c(C)nc2cc(NC(=O)Nc3cccc(C(C)=O)c3)ccc21
  5% | -4% | ?
33: COc1ccc(-n2c(COc3cccc4ccccc34)nnc2SC(C)C(=O)O)cc1 (configuration not stated)
  6% | 4% | 16%
34: COCCNC(=O)CCC1CCN(Cc2cccc(Oc3ccccc3)c2)CC1
  0% | -6% | 4%
35: NS(=O)(=O)c1ccc(NC(=O)/C=C/c2cccc(Cl)c2)cc1
  0% | -11% | ?
36: CC(=O)NC1=NN(c2ccccc2)C(=O)C1
  -4% | -29% | -3%
37: Cc1cccc(C(=O)N[C@H](C(=O)Nc2cc(S(=O)(=O)N3CCCCC3)ccc2C)C(C)C)c1
  -8% | 20% | ?
38: CCc1c(C)nc2c(C#N)c[nH]n2c1=O
  -15% | 2% | -22%
39: Cc1cccc2c(C(=O)O)c3c(nc12)CCCCC3
  0% | -2% | -5%
40: COc1ccc2sc3ccccc3c(=O)c2c1OC
  -11% | -10% | -28%
41: Cc1cccc(C)c1OCCCCc1c(C)n[nH]c1C
  -1% | 9% | -23%
42: CCCCN(C(=O)CSc1nnc(-c2ccccc2)n1C)c1c(N)n(Cc2ccccc2)c(=O)[nH]c1=O
  -4% | -2% | -2%
43: COc1ccc(OC)c(NC(=O)CCNS(=O)(=O)c2cccs2)c1
  12% | 1% | -8%
44: O=[N+]([O-])c1cccc(CNC2CCCCCC2)c1
  -2% | -13% | -12%
45: CC(C)(C)n1ncc2c(=O)n(Cc3ccc(Cl)cc3)cnc21
  40µM*! | 15% | ?

Shown screen by screen: 2 of the compounds above.
44	O=[N+]([O-])c1cccc(CNC2CCCCCC2)c1
45	CC(C)(C)n1ncc2c(=O)n(Cc3ccc(Cl)cc3)cnc21

Screen / compound no.,44,45
FEN1 inh,-2%,40µM*!
N370S GC,-13%,15%
DT40 TDP1 CPT,-12%,?

One compound at a time, as listed above. Order of screens: FEN1 inh	N370S GC	DT40 TDP1 CPT
COCCNC(=O)CCC1CCN(Cc2cccc(Oc3ccccc3)c2)CC1 is listed with 0%	-6%	4%
COc1ccc(-n2c(COc3cccc4ccccc34)nnc2SC(C)C(=O)O)cc1 (configuration not stated) is listed with 6%	4%	16%
Cc1cccc(C)c1OCCCCc1c(C)n[nH]c1C is listed with -1%	9%	-23%
CC(C)(C)n1ncc2c(=O)n(Cc3ccc(Cl)cc3)cnc21 is listed with 40µM*!	15%	?
COc1ccc2sc3ccccc3c(=O)c2c1OC is listed with -11%	-10%	-28%

The results go on.
Results follow in this order: FEN1 inh | N370S GC | DT40 TDP1 CPT
46: Clc1ccc2c(c1)C1OCCC1C(c1ccco1)N2 (configuration not stated)
  -20% | 4% | ?
47: COc1ccc(CNC(=O)c2ccc3c(c2)N(Cc2ccccc2)C(=O)c2ccccc2S3=O)cc1 (configuration not stated)
  -6% | . | 0%
48: COc1cccc(-c2cc(=O)c3cc(NC(=O)c4ccccc4)ccc3[nH]2)c1
  -1% | 2%[89.1 µM] | 4.6µM*
49: CN(C)S(=O)(=O)N1CCC(c2ccc(F)cc2)C(COc2ccc3c(c2)OCO3)C1 (configuration not stated)
  2% | 4%[2.35 µM] | ?
50: O=C(CSC(=S)N1CCCC1)N1CCN(S(=O)(=O)c2cccc(F)c2)CC1
  0% | -3% | -17%
51: CCCc1oc2ccc(NS(=O)(=O)c3ccc(OC)cc3)cc2c1C(=O)OCC
  -20% | . | 1.8µM*
52: CC(C)(C)c1nnc(NC(=O)c2cccs2)s1
  16% | ? | -25%
53: O=C(CCNc1cccc(F)c1)c1cc2ccccc2o1
  -20% | 4% | 16µM*
54: Cc1cccc(CC2CC(=O)N(c3ccccc3)C2=O)c1 (configuration not stated)
  7% | 9% | 0%
55: CC(=O)N1CCC2(CCN(Cc3cc(C(F)(F)F)cc(C(F)(F)F)c3)CC2)CC1
  . | -6% | -28%
56: O=Cc1cccn1-c1sc2c(c1C(=O)O)CCCC2
  -2% | 6% | -2%
57: Cc1ccc(N2CC(C(=O)Nc3ccc(N(C)C)cc3)CC2=O)cc1Cl (configuration not stated)
  17% | . | ?
58: O=C(Nc1ccn(Cc2ccc(Cl)cc2)n1)c1ccccc1
  -2% | 6% | -4%
59: CCCOc1ccc(-c2c(=O)n(OCc3ccc([N+](=O)[O-])cc3)c3ccccc3[n+]2[O-])cc1
  1% | -15% | -18%
60: CC12CCC=CC1C(c1ccc3ccccc3c1C=Cc1ccccc1)N(Cc1ccccc1)C2=O (configuration not stated)
  -13% | 6% | .
61: COC(=O)C1=CN(CC2CCCO2)C=C(C(=O)OC)C1c1cc(OC)c(OC)c(OC)c1 (configuration not stated)
  -9% | ? | -3%
62: OCC1OC(Oc2c[nH]c3ccccc23)C(O)C(O)C1O (configuration not stated)
  15% | -9% | -9%
63: O=S(=O)(NCCC1=CCCCC1)c1cccc(Br)c1
  -4% | -2% | ?
64: Cc1ccc(N(C(=O)CNC(=O)c2ccco2)C(C(=O)NC2CCCC2)c2cccnc2)cc1C (configuration not stated)
  -13% | 1% | -10%
65: CC(/C=C/c1ccco1)=N/NC(=O)CNc1ccccc1C
  -7% | -8% | 4%
66: CCC(C)n1c(=O)c(C(=O)Nc2ccccc2S(N)(=O)=O)c(O)c2ccccc21 (configuration not stated)
  -21% | -5% | ?
67: Cc1ccc2[nH]c(=O)c(N3CCOCC3)c(-c3ccccc3)c2c1
  -11% | 0% | ?
68: Cn1nc(C(C)(C)C)c([N+](=O)[O-])c1C(=O)Nc1ccc(Br)cc1
  -5% | 4% | ?
69: O=C(C/C=N/OCc1ccc(Cl)cc1)c1cnc(-c2ccccc2)s1
  -3% | -4% | -76%
70: c1ccc(-c2noc(CSc3nnnn3C3CCCCC3)n2)cc1
  ? | 7% | 1%
71: CCN1CCN(c2c(Cl)cccc2NC(=O)c2cc3ccccc3o2)CC1
  ? | . | ?
72: CCN(CC)C(=O)[C@H]1C[C@H](CC(=O)NCCCN(C)C)C(=O)N2CCc3c([nH]c4ccc(Cl)cc34)[C@]12C
  14% | . | 18µM*
73: COc1ccc(C(=O)NC(=S)NNC(=O)c2cccc(C)c2)cc1
  -5% | . | 26µM*
74: CN(C)c1cccc(C(=O)OC(C(=O)Nc2ccc([N+](=O)[O-])cc2Br)c2ccccc2)c1 (configuration not stated)
  0% | 8% | -22%
75: Cc1cccc(NC(=O)CN(C)S(=O)(=O)c2ccccc2)n1
  12% | -8% | 1%
76: O=C(C1CCC1)N1CCN(S(=O)(=O)c2cccc(F)c2)CC1
  -9% | 0% | 3%
77: COc1ccc(OC)c(S(=O)(=O)Nc2ccccc2C)c1
  7% | 15% | ?
78: CN(Cc1nc(Cc2ccccc2F)no1)Cc1cccc2ncccc12
  -15% | -5% | ?
79: CCOCCn1c(=NC(=O)c2ccc(S(=O)(=O)N3CCOCC3)cc2)sc2cc(S(N)(=O)=O)ccc21
  -6% | 0% | ?
80: CCCCCCCNC(=O)C1(CC2CC(c3ccc(Cl)cc3)=NO2)CCN(C(=O)Cc2ccc(F)cc2)CC1 (configuration not stated)
  -13% | -3% | ?
81: Cc1ccc(C(=O)N/C(=C\c2ccc(C(C)C)cc2)C(=O)NCCCN2CCOCC2)cc1
  -2% | 7% | ?
82: CC(=O)Nc1ccc(S(=O)(=O)Nc2ccn(Cc3ccccc3Cl)n2)cc1
  -19% | -11% | -16%
83: CCCCN(C(=O)Cn1nnc2ccccc21)C(C(=O)NCCOC)c1ccccc1 (configuration not stated)
  -11% | 8% | -2%
84: COc1ccccc1NC(=O)CCC(=O)OCc1ccc(Cl)cc1
  -1% | -11% | -13%
85: O=C(CCc1ccccc1)NC1(Cc2ccccc2)CCN(CCCc2ccccc2)C1=O (configuration not stated)
  -20% | . | 16µM*
86: O=C(O)C(NC(=O)c1ccccc1)=C(Cl)Cl
  -9% | . | 1%
87: Cc1cc(/C=C2\SC(N)=NC2=O)c(C)n1-c1ccc(F)cc1
  -3% | -2% | -17%
88: COc1ccc(C(=O)N2CCC3(CC2)NCCc2[nH]cnc23)cc1
  16% | -20% | -2%
89: CCc1ccc(NC(=O)C(=O)NCC(c2ccc3c(c2)OCO3)N2CCN(C)CC2)cc1 (configuration not stated)
  12% | . | ?

This is a subset. The share of hits here may be higher or lower than overall.
